Screens deposited in PubChem BioAssay by NCI.
NCI-60 one-dose screen, 48 h, at 10 µM unless noted. Numbers give growth in % (100 = growth as untreated, 0 = no growth, -100 = all killed).
MCF7 – MCF7 breast cancer; 6.3% of 82,000 active; active = growth percent below 10
* hit, by the source's call; & = joins results of further samples; ! = repeats disagree; [ ] = dose if it differs, or a comment.

The opening 19 compounds (preview)
1. Cn1c(=O)c2[nH]c(N=O)nc2n(C)c1=O
  MCF7: 79&93[100 µM]

2. COC(=O)C1CCC(=O)N1CN(C(C)=O)c1cccc(O)c1 (centres undefined)
  MCF7: 84&90[100 µM]

3. CC1(C)S[C@H](CN)N[C@H]1C(=O)OC(c1ccccc1)c1ccccc1
  MCF7: -100*[100 µM]

4. CC1CC(C(=O)OC2OC(COC3OC(CO)C(OC4OC(C)C(O)C(O)C4O)C(O)C3O)C(O)C(O)C2O)C2CCC3(C)C(=CCC4(C)C3CCC3C(C)(CO)C(O)C(O)CC34C)C2C1C (centres undefined)
  MCF7: -100*[100 µM]

5. Clc1ccc(C2NN=C3c4ccccc4OCC32)cc1 (centres undefined)
  MCF7: -82*[100 µM]

6. CC/C(Cl)=N\OC(=O)Nc1ccccc1OC(F)(F)F
  MCF7: 59&74[100 µM]

7. CCCCOC(=O)C1CN2C(=NC1(C(F)(F)F)C(F)(F)F)Sc1ccccc12 (centres undefined)
  MCF7: 6.8*![100 µM]

8. Cc1cc(Nc2ccc(S(=O)(=O)O)c3cc(S(=O)(=O)O)cc(S(=O)(=O)O)c23)c2ccccc2n1
  MCF7: 82&88[100 µM]

9. C=CC(C)(O)/C=C/C=C(\C)C(CC1OC1(C)C)OC(=O)/C(C)=C\C (centres undefined)
  MCF7: 52&81[100 µM]

10. CCN1CCC(O)(c2ccc(Oc3ccc(Cl)cc3)cc2)C(C(=O)c2ccc(Oc3ccc(Cl)cc3)cc2)C1 (centres undefined)
  MCF7: 46[100 µM]

11. CC(=N\N=C\c1ccccn1)/C(C)=N/N=C/c1ccccn1
  MCF7: 78&76[100 µM]

12. CCOC(=O)C1C(C)C2(C#N)C(=N)OC1(C)C2(C#N)C#N (centres undefined)
  MCF7: 54&65[100 µM]

13. CC(=Nc1ccncc1)C(C)=Nc1ccncc1
  MCF7: -28*[100 µM]

14. COc1ccc(/C=c2\[nH]c3nc(=O)c(N4CCOCC4)c(N)n3c2=O)cc1
  MCF7: 44&56[100 µM]

15. CC(C)C1OC23CCCCC2C(C#N)(C#N)C1(C#N)C(=N)O3 (centres undefined)
  MCF7: -20*[100 µM]

16. Cc1ccc(NC(=O)/C(=N/N(C)C)C(C2OC(=O)c3ccccc32)[N+](=O)[O-])cc1 (centres undefined)
  MCF7: 70&111[100 µM]

17. CC(=O)N1c2ccccc2C23CCN(C)CC4C(C)OCC(C4CC2=O)C13 (centres undefined)
  MCF7: 83&81[100 µM]

18. COc1ccc(Cl)cc1NC(=O)O/N=C(\Cl)C(C)C
  MCF7: 42&68[100 µM]

19. C=C1C(=O)O[C@H]2C[C@@]3(C)[C@H](O)CCC(=C)[C@@H]3[C@@H](OC(C)=O)[C@H]12
  MCF7: -77*[100 µM]

This part in full, from the start:
1. Cn1c(=O)c2[nH]c(N=O)nc2n(C)c1=O
  MCF7: 79&93[100 µM]

2. COC(=O)C1CCC(=O)N1CN(C(C)=O)c1cccc(O)c1 (centres undefined)
  MCF7: 84&90[100 µM]

3. CC1(C)S[C@H](CN)N[C@H]1C(=O)OC(c1ccccc1)c1ccccc1
  MCF7: -100*[100 µM]

4. CC1CC(C(=O)OC2OC(COC3OC(CO)C(OC4OC(C)C(O)C(O)C4O)C(O)C3O)C(O)C(O)C2O)C2CCC3(C)C(=CCC4(C)C3CCC3C(C)(CO)C(O)C(O)CC34C)C2C1C (centres undefined)
  MCF7: -100*[100 µM]

5. Clc1ccc(C2NN=C3c4ccccc4OCC32)cc1 (centres undefined)
  MCF7: -82*[100 µM]

6. CC/C(Cl)=N\OC(=O)Nc1ccccc1OC(F)(F)F
  MCF7: 59&74[100 µM]

7. CCCCOC(=O)C1CN2C(=NC1(C(F)(F)F)C(F)(F)F)Sc1ccccc12 (centres undefined)
  MCF7: 6.8*![100 µM]

8. Cc1cc(Nc2ccc(S(=O)(=O)O)c3cc(S(=O)(=O)O)cc(S(=O)(=O)O)c23)c2ccccc2n1
  MCF7: 82&88[100 µM]

9. C=CC(C)(O)/C=C/C=C(\C)C(CC1OC1(C)C)OC(=O)/C(C)=C\C (centres undefined)
  MCF7: 52&81[100 µM]

10. CCN1CCC(O)(c2ccc(Oc3ccc(Cl)cc3)cc2)C(C(=O)c2ccc(Oc3ccc(Cl)cc3)cc2)C1 (centres undefined)
  MCF7: 46[100 µM]

11. CC(=N\N=C\c1ccccn1)/C(C)=N/N=C/c1ccccn1
  MCF7: 78&76[100 µM]

12. CCOC(=O)C1C(C)C2(C#N)C(=N)OC1(C)C2(C#N)C#N (centres undefined)
  MCF7: 54&65[100 µM]

13. CC(=Nc1ccncc1)C(C)=Nc1ccncc1
  MCF7: -28*[100 µM]

14. COc1ccc(/C=c2\[nH]c3nc(=O)c(N4CCOCC4)c(N)n3c2=O)cc1
  MCF7: 44&56[100 µM]

15. CC(C)C1OC23CCCCC2C(C#N)(C#N)C1(C#N)C(=N)O3 (centres undefined)
  MCF7: -20*[100 µM]

16. Cc1ccc(NC(=O)/C(=N/N(C)C)C(C2OC(=O)c3ccccc32)[N+](=O)[O-])cc1 (centres undefined)
  MCF7: 70&111[100 µM]

17. CC(=O)N1c2ccccc2C23CCN(C)CC4C(C)OCC(C4CC2=O)C13 (centres undefined)
  MCF7: 83&81[100 µM]

18. COc1ccc(Cl)cc1NC(=O)O/N=C(\Cl)C(C)C
  MCF7: 42&68[100 µM]

19. C=C1C(=O)O[C@H]2C[C@@]3(C)[C@H](O)CCC(=C)[C@@H]3[C@@H](OC(C)=O)[C@H]12
  MCF7: -77*[100 µM]

20. CCOC(=O)/C=C/[C@H](O[Si](c1ccccc1)(c1ccccc1)c1ccccc1)C(C)(C)C
  MCF7: 24&39[100 µM]

21. COc1cc2c(cc1-c1coc3cc(OCC=C(C)C)ccc3c1=O)OCO2
  MCF7: -54*[100 µM]

22. O=c1[nH]c(Nc2ccccc2)nc2c1ncn2CC(O)CSCCO (centres undefined)
  MCF7: 91&88[100 µM]

23. Cc1ccc(OCC2OC(n3cnc4c(Cl)nc(Cl)nc43)CC2Oc2ccc(C)cc2)cc1 (centres undefined)
  MCF7: -93*[100 µM]

24. O=C(Cc1nc2ccc(C(=O)c3ccccc3)cc2[nH]c1=O)C(=O)Nc1ccccc1[N+](=O)[O-]
  MCF7: 4.2*![100 µM]

25. Cc1ccc(/C=N/Nc2cc(C)c3ccccc3n2)s1
  MCF7: -40*[100 µM]

26. NC(Cc1ccc(S(=O)(=O)O)cc1)C(=O)NC(Cc1ccc(S(=O)(=O)O)cc1)C(=O)NC(Cc1ccc(S(=O)(=O)O)cc1)C(=O)O (centres undefined)
  MCF7: 82&89[100 µM]

27. CC(O)c1cc2c(s1)C(=O)c1c(C(C)O)csc1C2=O (centres undefined)
  MCF7: -82*[100 µM]

28. COc1cc(C2C3=C(N=C4SC(C(C)=O)=C(C)N42)c2ccccc2CC3)cc(OC)c1OC (centres undefined)
  MCF7: 64&67[100 µM]

29. O=C1c2c(O)ccc(O)c2C(=O)c2c(NCCNC(=O)C(O)C(O)C(O)C(O)CO)ccc(NCCNC(=O)C(O)C(O)C(O)C(O)CO)c21 (centres undefined)
  MCF7: -100*[100 µM]

30. O=[N+]([O-])c1ccc(-c2csc3nc(-c4ccccc4)nn23)cc1
  MCF7: 77&79[100 µM]

31. COC(=O)c1ccc(NC(=O)O/N=C(\Cl)C(C)C)cc1
  MCF7: -100*[100 µM]

32. CCOC(=O)C1(C#N)C(=O)c2cc[n+](CC[n+]3ccc4c(c3)C(=O)C(C#N)(C(=O)OCC)C4=O)cc2C1=O (centres undefined)
  MCF7: 89&89[100 µM]

33. COc1ccc(/C=C2/N=C(N/N=C\C(O)C(O)C(O)CO)NC2=O)cc1 (centres undefined)
  MCF7: 33&61&21&80[100 µM]

34. CCOc1cc2c(cc1O)C(=O)C[C@@H]1[C@@H]2CC[C@]2(C)[C@@H](O)CC[C@@H]12
  MCF7: -100*[100 µM]

35. COc1cc([C@@H]2c3cc4c(cc3[C@@H](Nc3ccc(NC(=O)c5cc([N+](=O)[O-])cn5C)cc3)[C@H]3COC(=O)[C@H]23)OCO4)cc(OC)c1O
  MCF7: 5.6*[100 µM]

36. CC(C)(C)c1cc(C2COC(=O)COCCOCC(=O)OCCOCCO2)cc(C(C)(C)C)c1O (centres undefined)
  MCF7: 74&71[100 µM]

37. CC/C(Cl)=N\OC(=O)Nc1ccc(OC)cc1
  MCF7: -80*[100 µM]

38. COC(=O)C1(C)CCCC2(C)C3CCC4CC3(C=C4CO)CCC12 (centres undefined)
  MCF7: 23&14[100 µM]

39. COc1c2c(c(OC)c3c1c(=O)c1ccccc1n3C)OCO2
  MCF7: 9.1*[100 µM]

40. CC(=O)N(CN1C(=O)CCC1C(=O)O)c1cccc(O)c1 (centres undefined)
  MCF7: 112&91[100 µM]

41. COc1ccc(N(CN2C(=O)CCC2OC)C(C)=O)cc1 (centres undefined)
  MCF7: 78&76[100 µM]

42. CCCCn1c2c(c3ccccc3c1=O)C(=O)c1ccccc1-2
  MCF7: 56&100[100 µM]

43. Cc1ccc2nc(N/N=C/c3ccc(C)s3)cc(C)c2c1
  MCF7: -100*[100 µM]

44. Oc1ccccc1-c1n[nH]c(-c2ccccc2O)n1
  MCF7: -76*[100 µM]

45. N#CC1C(=O)N(c2ccccc2)NC12OC(=O)c1ccncc12 (centres undefined)
  MCF7: 87&86[20 µM]

46. COc1ccc2nc(NC(=O)/C(C#N)=C/c3ccccc3)sc2c1
  MCF7: 1.6*[100 µM]

47. O=C1C2=Cc3ccccc3OC2(O)Oc2cc(O)ccc21 (centres undefined)
  MCF7: 92&86[100 µM]

48. C=CC1(C)CCC2C(=CCC3C2(C)CC(O)C(O)C3(C)COC2OC(CO)C(O)C(O)C2O)C1 (centres undefined)
  MCF7: 18&85[100 µM]

49. CCCCOC(=O)C1CC[C@H]2[C@@H]3CCc4cc(OC(=O)c5cccc6c(=O)c7ccccc7[nH]c56)ccc4[C@H]3CC[C@]12C (some centres undefined)
  MCF7: -100*[50 µM]

50. COc1ccc(OC)c(Cc2cnc3nc(N)nc(N)c3c2C)c1
  MCF7: -100*[100 µM]

51. CC1(C)Oc2ccc3c(=O)c4ccccc4oc3c2C1C(=O)O (centres undefined)
  MCF7: 73&74[100 µM]

52. C=C(CCC(C(=O)O)C1CCC2(C)C3=C(CCC12C)C1(C)CCC(O)C(C)(C)C1CC3)C(C)C (centres undefined)
  MCF7: -56*[100 µM]

53. COc1ccc(-c2coc3c4c(ccc3c2=O)OCO4)cc1OC
  MCF7: 33&54[100 µM]

54. CC(=O)OCc1cc(=O)n2c([nH]c3ccccc32)c1C#N
  MCF7: 68[100 µM]

55. Cc1cc2oc(=N)c(C#N)c(C)c2cc1C
  MCF7: 12&61[100 µM]

56. COc1cccc(C(=O)C(O)c2cccc(OC)c2OC)c1OC (centres undefined)
  MCF7: 104&109[100 µM]

57. COC1=C2C=[N+](C)C3C(=C2C=CC1OC)Cc1cc2c(cc13)OCO2 (centres undefined)
  MCF7: 53&101[100 µM]

58. CC(C)(C)c1cc(C2COC(=O)COCC(=O)OCCOCCOCCO2)cc(C(C)(C)C)c1O (centres undefined)
  MCF7: 76&65[100 µM]

59. Nc1c(N2CCOCC2)c(=O)nc2[nH]/c(=C\c3ccccc3)c(=O)n12
  MCF7: 44&50[100 µM]

These rows are one share of the data; the hit share may differ from the screen's.
